697 NFkB inh = lowers PMA/ionomycin-induced NF-kB signal in 697 B cells; 697 B-cell NF-kB luciferase reporter, 16 h; inhibition, % at 4 µM; 330,000 compounds, 0.33% hits; in the data active = inhibition above about 35%
APJ antag = antagonists of human APJ apelin receptor; CHO-K1 APJ beta-arrestin complementation, luminescence; AID 2521; inhibition, % at 20 µM; 330,000 compounds, 0.32% hits;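 active = inhibition above about 40% at 20 µM, limit read from the data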;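 also: cells challenged with 10 nM apelin-13 agonist together with compound; plate controls were apelin-13 plus DMSO wells for no effect and DMSO wells lacking apelin-13 for full effect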
Target sequence (P35414 whole entry, looked up): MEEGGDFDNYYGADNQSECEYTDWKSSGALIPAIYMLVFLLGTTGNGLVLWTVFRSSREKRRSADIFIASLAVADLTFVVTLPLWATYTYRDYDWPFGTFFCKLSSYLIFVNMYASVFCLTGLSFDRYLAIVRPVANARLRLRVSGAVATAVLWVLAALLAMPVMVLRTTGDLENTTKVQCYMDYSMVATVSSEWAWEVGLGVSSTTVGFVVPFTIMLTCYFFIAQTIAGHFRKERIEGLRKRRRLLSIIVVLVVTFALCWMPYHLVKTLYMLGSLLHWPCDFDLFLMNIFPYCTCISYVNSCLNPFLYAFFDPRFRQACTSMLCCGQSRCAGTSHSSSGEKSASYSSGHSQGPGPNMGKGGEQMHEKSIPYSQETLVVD
APJ agonist = agonists of human APJ apelin receptor; activation, % at 20 µM; AID 2520; CHO-K1 APJ PathHunter beta-arrestin, luminescence; 0% DMSO wells, 100% apelin; 330,000 compounds, 0.11% hits;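 active = activation more than six SD over the plate average, tested at 20 µM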;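 also: 0% = DMSO alone and 100% = apelin-13 at 10 nM; some results filed as inactive read as strong as hits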
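Assay system: CHO-K1 APJ beta-arrestin complementation cell line / Compound: single test compound dose, 20 µM final, 1% DMSO / Times: overnight seeding, 90 min compound at 25 °C, 1 h detection / Technique: beta-gal luminescence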
UPR CHOP act = apoptotic UPR (CHOP) activation; CHO-CHOP luciferase reporter, luminescence; percent of tunicamycin response over DMSO baseline; activation, % at 10 µM; 330,000 compounds, 0.34% hits; AID 449763;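 active = at 10 µM dose, activation of 40% or more, normalized to positive control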;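 also: 100% = tunicamycin at 10 µg/mL and 0% = DMSO alone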
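Evaluation: % reporter activation, DMSO baseline versus tunicamycin full activation; System: CHO-CHOP luciferase reporter cell line; Input: 500 cells/well; Incubation: 6 h compound treatment, 37 °C; Measured by: Steady-Glo luciferase luminescence; Dosing: one dose, 10 µM in 0.5% DMSO; Buffer or medium: F12 medium, 10% FBS; Benchmarks: positive tunicamycin 10 µg/mL, negative DMSO alone.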
Jurkat NFkB inh = inhibitors of the PMA/ionomycin-induced NF-kB reporter in Jurkat cells; PMA/ionomycin-induced NF-kB luciferase reporter, luminescence; inhibition, % at 4 µM; 330,000 compounds, 0.53% hits; in the data active = inhibition above about 50%
tim23-1 inh = inhibits growth of tim23-1 mutant yeast. S. cerevisiae tim23-1 growth, BacTiter-Glo luminescence, 24 h. inhibition, % at 20 µM. 330,000 compounds, 1.3% hits. AID 463212;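 active = growth inhibition of the mutant yeast at or above 50%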;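 also: temperature-sensitive mutant grown at 25 °C; plate controls were DMSO-treated mutant yeast for no effect and medium wells lacking yeast for full effect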
UPR XBP1 act = activators of adaptive arm of unfolded protein response (XBP1). CHO-XBP1 luciferase reporter, IRE1-XBP1 UPR activation, luminescence; percent of tunicamycin response, DMSO as zero. activation, % at 20 µM. 330,000 compounds, 0.33% hits. AID 463104;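 active = versus positive control, 20 µM dose yields 30% or more activation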;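 also: 100% = tunicamycin at 10 µg/mL and 0% = DMSO only wells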
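Material: CHO cell line with stable XBP1 luciferase reporter; buffer or medium: F12 medium containing 10% fetal bovine serum; compound: single point, 20 µM final compound, 1% DMSO; incubation: 6 h treatment, 37 °C; measured by: glow luminescence from Steady-Glo reagent; evaluation: activation, % of tunicamycin; control set: tunicamycin high, DMSO low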
Mdm2-MdmX inh = human Mdm2/MdmX binding inhibition | O15151+Q00987 | SaOS-2 split-luciferase Mdm2/MdmX complementation, luminescence | inhibition, % at 8 µM | 330,000 compounds, 3% hits | AID 485346;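 active = inhibition of at least 50% at 8 µM in the primary screen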
The depositor's hits bear a star. No enrichment for hits; overall some 5% were active at least once.

Start of the data: the first six records, ahead of the listing:
SMILES	697 NFkB inh	APJ antag	APJ agonist	UPR CHOP act	Jurkat NFkB inh	tim23-1 inh	UPR XBP1 act	Mdm2-MdmX inh
CCOC(=O)c1c(C)n(-c2ccc(C)cc2)c2c(CC(C)=O)c(Br)c(OC)c(O)c12	3	7	0	2.0	3	12	2	28
O=C(Cc1cccs1)N1CCN(c2ccc([N+](=O)[O-])cc2)CC1	17	-10	-2	-1.2	31	-8	-3	-1
Cc1ccccc1NC(=O)c1cccc(C(=O)Nc2ccccc2C)c1	-13	-11	4	-0.3	-8	-9	-2	-2
O=C(OCc1cc([N+](=O)[O-])cc2c1OCOC2)c1cccnc1SC(F)F	-3	18	-1	1.2	0	16	2	20
CC(=O)c1ccc(OCC(=O)N2CCN(S(=O)(=O)c3ccc(Br)s3)CC2)cc1	-9	-10	-6	0.7	-1	-2	-3	14
COc1ccc(S(=O)(=O)N2CCC(C(=O)NC3CC3)CC2)cc1OC	11	-6	2	1.1	15	-13	-2	4

The whole of this part, from the first entry:
SMILES	697 NFkB inh	APJ antag	APJ agonist	UPR CHOP act	Jurkat NFkB inh	tim23-1 inh	UPR XBP1 act	Mdm2-MdmX inh
CCOC(=O)c1c(C)n(-c2ccc(C)cc2)c2c(CC(C)=O)c(Br)c(OC)c(O)c12	3	7	0	2.0	3	12	2	28
O=C(Cc1cccs1)N1CCN(c2ccc([N+](=O)[O-])cc2)CC1	17	-10	-2	-1.2	31	-8	-3	-1
Cc1ccccc1NC(=O)c1cccc(C(=O)Nc2ccccc2C)c1	-13	-11	4	-0.3	-8	-9	-2	-2
O=C(OCc1cc([N+](=O)[O-])cc2c1OCOC2)c1cccnc1SC(F)F	-3	18	-1	1.2	0	16	2	20
CC(=O)c1ccc(OCC(=O)N2CCN(S(=O)(=O)c3ccc(Br)s3)CC2)cc1	-9	-10	-6	0.7	-1	-2	-3	14
COc1ccc(S(=O)(=O)N2CCC(C(=O)NC3CC3)CC2)cc1OC	11	-6	2	1.1	15	-13	-2	4
CCOC(=O)c1sc(NC(=O)COC(=O)CNC(=O)c2ccco2)c(C(=O)OCC)c1C	3	1	-5	-0.4	-10	-8	-2	-18
C=CCNC(=O)C1CCN(c2cnccn2)CC1	16	6	-3	1.1	7	1	1	-2
Cc1c(NC(=O)C2(C)CCCCC2)c(=O)n(-c2ccccc2)n1C	25	3	0	-1.4	8	-2	-1	-7
Fc1ccc(-n2c(-c3ccc4ccccc4n3)n[nH]c2=S)cc1Cl	-30	21	0	-0.3	-23	17	-2	-1
COc1cccc(S(=O)(=O)Nc2cccnc2)c1	7	20	3	0.3	4	20	-4	20
O=C(Cn1nnc(-c2ccccc2)n1)OCc1ccccc1	-21	-5	-6	-2.0	-10	9	0	10
O=C(COC(=O)c1ccco1)Nc1cc(S(=O)(=O)N2CCOCC2)ccc1Cl	-10	6	-3	0.8	-5	5	0	8
Clc1ccc(OCCN2CCOCC2)cc1	-14	8	-1	0.9	-10	12	3	-7
Cc1nn(-c2ccccc2)c(C)c1/C=N/NC(=O)c1cc(-c2cccs2)[nH]n1	45*	5	-1	4.4	53*	5	11	70*
COC(=O)c1cc(C(=O)OCC(=O)NC2CCCC2)cc([N+](=O)[O-])c1	3	-8	4	1.6	6	-3	-6	4
CCn1c(CCNC(=O)c2ccc(OC)cc2)nnc1SCc1ccc(Cl)cc1Cl	-5	3	1	-0.4	-8	21	-2	2
CC(=O)c1cccc(S(=O)(=O)N2CCC(n3nnc4cc(F)ccc43)CC2)c1	-10	-4	-8	-1.3	-18	18	-2	13
COc1cc(NC(=O)COC(=O)c2ccc3ccccc3n2)cc(OC)c1	2	12	-4	-1.3	10	36	-2	4
COc1ccc(N2CCc3c(C)nc4c(OC)cc(OC)cc4c32)cc1	-24	-1	0	-1.5	51*	13	-3	51*
CCC(C)Sc1ccc([C@@H]2[C@@H]3C(=O)N(CC)C(=O)[C@@H]3[C@]3(C(=O)OC)CCCCN23)cc1OC (stereo partly drawn)	5	9	-4	-0.6	-8	15	2	12
Cn1cc([N+](=O)[O-])c(C(=O)Nc2ccc(-c3nc4ccccc4[nH]3)cc2)n1	-58	0	4	4.7	-97	-5	4	-29
CCOc1ccc(C(=O)NN2C(=O)C3C4C=CC(O4)C3C2=O)cc1 (stereo not drawn)	22	3	-3	0.0	5	13	-3	1
Cc1ccc(-c2nc(P(=O)(c3ccccc3)c3ccccc3)c(N3CCOCC3)o2)cc1	-15	-5	-3	-1.1	-9	9	4	-5

As entered above:
`CCn1c(CCNC(=O)c2ccc(OC)cc2)nnc1SCc1ccc(Cl)cc1Cl` | UPR CHOP act = -0.4
`Cc1ccc(-c2nc(P(=O)(c3ccccc3)c3ccccc3)c(N3CCOCC3)o2)cc1` | 697 NFkB inh = -15
`CC(=O)c1cccc(S(=O)(=O)N2CCC(n3nnc4cc(F)ccc43)CC2)c1` | 697 NFkB inh = -10
`CCOc1ccc(C(=O)NN2C(=O)C3C4C=CC(O4)C3C2=O)cc1` (stereo not drawn) | tim23-1 inh = 13

Next part:
SMILES	697 NFkB inh	APJ antag	APJ agonist	UPR CHOP act	Jurkat NFkB inh	tim23-1 inh	UPR XBP1 act	Mdm2-MdmX inh
COc1ccc(NC(=O)CCCNC(=O)Cn2cnc3sc(C)c(C)c3c2=O)c(OC)c1	17	10	-3	2.6	9	-8	-4	4
O=C(NCCCn1ccnc1)c1ccc(N2CCCCCC2)c([N+](=O)[O-])c1	3	2	-5	-0.7	-13	1	2	5
Cc1cccc(NC(=O)CCOc2ccccc2)c1	-1	6	2	3.8	-16	4	1	-11
COc1cc(CNC2CCC(C)C2)cc(OC)c1 (stereo not drawn)	6	6	-5	-1.0	5	0	4	-7
O=C(Nc1cccc(NC(=O)c2ccccc2)n1)c1ccccc1	-34	10	-2	6.1	-11	32	-3	18
O=C(NCCCNC(=O)NC1CCCCC1)NC1CCCCC1	1	6	-2	1.7	-2	14	3	11
Cc1ccccc1C(=O)Nc1ccccc1Sc1ccccc1	-9	-28	-2	-0.9	-2	15	12	13
COc1ccc(C2CC(c3ccc(Br)cc3)=NN2C(=O)CCC(=O)O)cc1OC (stereo not drawn)	5	9	0	1.4	5	96*	-4	11
O=C(O)CSc1sc(=S)sc1SCC(=O)O	8	21	-2	-1.6	-9	-1	-2	8
CC(NS(=O)(=O)/C=C/c1ccccc1)C(=O)O (stereo not drawn)	-1	15	-3	1.6	15	-2	0	-12
Cc1c(C(=O)N2CCCCC2)c(S(=O)(=O)NCc2ccc(Cl)cc2)c(C)n1C	12	-21	5	4.1	0	16	-3	14
CNC(=O)C1=C(C)NC(=S)NC1c1cc2c(cc1OC)CCCC2 (stereo not drawn)	23	-11	0	-1.4	7	9	1	14
Cn1c(=S)[nH]c2ccccc21	15	7	-2	0.7	3	13	-2	-8
CCOC(=O)N1CCN(C2CC(=O)N(c3ccccc3)C2=O)CC1 (stereo not drawn)	-1	12	-6	0.1	12	14	-3	7
COc1ccc2cc(/C=N/NC(=O)CSCc3ccc([N+](=O)[O-])cc3)c(Cl)nc2c1	-16	0	0	0.4	-9	4	-2	6
CCc1cc2c3c(c(=O)oc2cc1OCC(=O)OC)CCCC3	-3	13	-3	2.9	0	45	-1	-7
Cc1ccccc1NC(=O)c1ccc(NS(=O)(=O)c2cc(C(C)(C)C)cc(C)c2C)cc1	14	-18	2	-1.2	-14	9	-4	21
Oc1ccc(C=Nc2ccccc2-c2nc3ccccc3[nH]2)c(O)c1	-82	3	-1	4.7	-60	19	4	-52
Cc1cccc(C(=O)OCC(=O)NC(=O)NCc2ccccc2)c1	18	10	-5	-0.2	4	11	-3	-19
O=C(Nc1ccc(N2CCCC2)cc1)c1cc(Cl)ccc1Cl	-45	-1	-4	5.5	44	12	1	40
COCCCNC(=S)NC1CCCCC1	-9	-5	-2	1.6	-1	1	0	-26
CC(=O)c1ccc(NC(=O)c2cc3ccccc3o2)cc1	-172	0	-1	3.8	-139	6	0	-86
COc1cc(CCC(=O)OCC(=O)Nc2ccccc2F)cc(OC)c1OC	-5	5	0	2.3	-4	32	-5	13
CC(=O)c1cn(CC(=O)Nc2ccccc2C(F)(F)F)c2ccccc12	-35	-6	-1	0.6	1	19	-4	5
CC1CCN(C(=O)C2CCCN(S(C)(=O)=O)C2)CC1 (stereo not drawn)	-11	-4	1	0.1	0	5	-2	5
CCN(CC)CCOC(=O)C12CC3CC(CC(C3)C1)C2	-74	-14	-1	0.4	-23	10	9	-36
Cc1cccc(N2CCN(C(=O)COc3cc(=O)n(C)c4ccccc34)CC2)c1C	2	5	2	0.1	6	16	0	14
CC(C)C(c1nnnn1Cc1ccc(F)cc1)N1CCN(C(=O)c2ccco2)CC1 (stereo not drawn)	9	15	1	-2.9	18	14	-3	0
O=C(NNc1nc2cc3c(cc2s1)OCCO3)c1ccc(F)cc1	-1	-2	-2	1.1	1	9	4	10
COc1cccc(NC(=S)NC(C)c2ccc(OC)c(OC)c2)c1 (stereo not drawn)	-9	-11	-3	0.1	9	-4	-2	-10
CC(C)(C)c1ccc(CCC2OCC(CN3CCOCC3)O2)cc1 (stereo not drawn)	-20	-8	0	3.3	5	15	-4	1
Cc1csc(SCC(=O)NC(=O)C2CCCCC2)n1	18	0	-3	1.8	4	10	-4	-2
CCOC(=O)[C@H]1[C@H]2COc3ccc(C)cc3[C@@H]2N2C(=O)CN(Cc3ccc(C)cc3)C(=O)[C@@]12C	8	12	-3	-0.4	1	29	-1	16
CCCS(=O)(=O)c1nc(S(=O)(=O)c2ccc(C)cc2)c(N2CCOCC2)s1	8	-26	-7	0.1	-23	11	-4	7
CCCOC(=O)c1cccc(Nc2nc(-c3cccnc3)nc3ccccc23)c1	24	-1	-1	4.6	-23	3	32*	43
CN=c1scc(C)n1/N=C/c1cc(Br)c(O)c(Br)c1	1	-3	-7	1.3	-8	17	-3	-32
COc1ccc2c(c1)CC(=O)NC=C2	3	-12	-5	0.3	-4	3	-2	1
Cc1cc(C)n(-c2nc(NCCN(C)C)c3c4c(sc3n2)COC(C)(C)C4)n1	-9	-5	-3	-0.8	-26	10	1	65*
CC(C)CC(NC(=O)c1ccc(C#CC(C)(C)O)s1)C(=O)O (stereo not drawn)	10	10	-2	-1.3	10	-5	-1	14
CCc1ccccc1NC(=O)c1cc(-c2ccc(OC)cc2)on1	6	9	0	-0.3	-6	-21	1	10
Cc1cccn2cc(CSc3ccccc3N)nc12	-100	15	-6	1.1	-87	-7	-1	-61
CCOC(=O)C1CCN(C(=O)CN(c2ccc3c(c2)OCCO3)S(=O)(=O)c2ccccc2)CC1	-8	-18	-9	2.5	-3	-5	4	29
O=c1cc(-c2ccccc2)c2ccc(O)cc2o1	5	2	1	1.2	3	9	3	17
O=C(O)c1cc(S(=O)(=O)N(Cc2ccccc2)c2ccccc2)ccc1Cl	4	7	-4	-1.3	16	7	2	-6
COc1ccc(CCNC(=O)Cn2c(=O)n(-c3cc(F)ccc3F)c(=O)c3sccc32)cc1OC	43*	-10	0	2.3	-3	3	-3	12
COC(=O)c1ccccc1N=Nc1c(C)noc1C	-3	-2	-6	-2.0	-16	12	-3	8
CCC1CSC(=Nc2ccc(C)cc2)N1C(=O)CN1C(=O)NC2(CCCC2)C1=O (stereo not drawn)	-72	-3	-2	3.3	-105	29	-6	-9
CCCCCC(=O)NC(NC(=S)N1CCOCC1)C(Cl)(Cl)Cl (stereo not drawn)	8	15	-1	-1.5	-11	7	-4	4
c1ccc(-n2ncc3c(N4CCN(CCOc5cccc6ccccc56)CC4)ncnc32)cc1	-15	-12	-3	0.9	0	4	-2	12
O=C(O)c1ccc(CSc2nnc(-c3ccncc3)n2CC2CCCO2)cc1 (stereo not drawn)	-9	7	2	0.9	0	-3	0	-7

Screening data as filed in PubChem.
